TAG inh = inhibitors of triacylglycerol accumulation; 230,000 tested, 0.66% active; H9c2 cells, Nile Red lipid (TAG) fluorescence; cells loaded with 200 µM oleic acid; inhibition, % at 12.5 µM; AID 651582;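 active means pattern-corrected inhibition of lipid staining of at least 50% with the nuclear-stain viability signal not falling by more than 50%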;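 further: 0% = DMSO wells and 100% = triacsin C control wells; some results filed as inactive read as strong as hits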
TAG inh DAPI viability = further read-out of TAG inh, marked with its call; DAPI nuclei signal change (viability), lower = more cytotoxic, %;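 whole-well DAPI fluorescence read on a plate reader as a viability signal; minus 50 percent equals half of cells still viable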
* = called active by the depositor. This is a subset. The share of hits here may be higher or lower than overall.

SMILES	TAG inh	TAG inh DAPI viability
CN(C)c1oc(-c2ccco2)nc1C#N	9	-3
O=C(NC1CCCc2ccccc21)c1cccc(Br)c1 (stereo not given)	-11	7
CCOC(=O)N1Cc2cc3ccccc3nc2C1	3	3
C#CCSc1nnc(-c2ccccc2)c(=O)[nH]1	7	-2
COc1ccc(C(C)(NC(C)=O)c2nc(-c3cccc(C(F)(F)F)c3)cs2)cc1 (stereo not given)	4	2
COc1ccc(OCC(=O)NCc2cccnc2)cc1	-20	5
CN(C)CCn1c(=S)[nH]c2ccccc2c1=O	6	6
O=C(COc1ccc(Cl)cc1)NCc1nnc(SCC(=O)NC2CCCC2)o1	-9	-3
O=C1NC[C@H](CC2CCCCC2)N(CCc2cccc(F)c2)C1=O	12	-14
COc1cccc(CN(C)CC(=O)Nc2ccccc2C(=O)NC2CC2)c1	-12	-6
O=C(Nc1cccc(F)c1)Nc1ccnn1C1CCN(C(=O)c2ccccn2)CC1	8	0
Cc1ccc(S(=O)(=O)N2CCC(C(=O)Nc3ccccc3N3CCCCC3)CC2)cc1C	-19	1
CC(C)CCNC(=O)CCS(=O)(=O)c1cccc2nonc12	-5	11
O=S(=O)(NCCSc1ccccc1)c1ccc(F)cc1	-21	3
Cc1noc(C)c1NC(=O)N(C)C[C@@H]1OCc2cn(nn2)CCCC(=O)N([C@H](C)CO)C[C@H]1C	-2	0
O=Cc1ccc(-c2ccc(Cl)cc2Cl)[nH]1	0	-4
CCC(C(=O)n1cccc1C#N)c1ccccc1C (stereo not given)	-8	-9
COc1cc(C(=O)Oc2ccc3c(c2)OCC3=O)cc(OC)c1OC	-6	-2
COc1cccc(CC(=O)OCC(=O)N(C)CC(=O)Nc2ccc(F)cc2)c1	0	0
O=C(CSCCO)Nc1ccccc1	1	-1
CCCCCNC(=O)c1ccc2c(=O)n(CC3CCCO3)c(=S)[nH]c2c1 (stereo not given)	-18	-2
CC(OC(=O)c1cc(=O)[nH]c2ccccc12)C(=O)Nc1ccc(Cl)cn1 (stereo not given)	10	-3
O=C(NCCS(=O)(=O)N1CCN(c2cccc(Cl)c2)CC1)c1ccc2c(c1)OCO2	-23	7
Cc1cccc(C(=O)NC(=S)Nc2cccc3nc(C)ccc23)c1	-16	-4
CC(C)(CO)CNC(=O)CC1C(=O)NCCN1CC(c1ccccc1)c1ccccc1 (stereo not given)	-1	7
Further records
SMILES	TAG inh	TAG inh DAPI viability
Cc1n[nH]c(=O)c2c(NC(=O)CSc3nc4ccccc4c(=O)n3C(C)C)oc(C)c12	-5	18
COc1ccc(-c2csc(NC(=O)CSc3ncn[nH]3)n2)cc1OC	-3	7
O=c1c(Cc2ccc(F)cc2)c(O)ccn1Cc1ccc(F)cc1	-2	-3
Cc1cc(C)[n+]2n1C(=O)C(c1ccccc1)=C2[O-]	-5	-2
COCCNC(=O)C(c1ccco1)N(C(=O)Cn1nnc2ccccc21)c1ccccc1C (stereo not given)	0	-1
CN(Cc1cccnc1)C(=O)CNC(=O)c1ccc(Cl)cc1Cl	11	-5
COc1cc(C(=O)Nc2ccc(C)cn2)c([N+](=O)[O-])cc1OC	-7	-1
COc1cccc(CC(=O)Nc2ccc3c(c2)OC2(CCCC2)O3)c1	23	3
COc1ccccc1CN1C[C@@H]2C[C@@H](c3ccc(C)cc3)N3CCC[C@@]23C1=O	10	7
Cc1ccc(S(=O)(=O)NCCSc2nnc(N)s2)cc1	8	-13
Cc1cccc(NC(=O)c2cccc(C(F)(F)F)c2)c1	0	-13
N/N=C1\CCCc2nonc21	4	-1
COc1ccc(CCN(Cc2cc3cc(C)ccc3[nH]c2=O)C(=O)N2CCCC2)cc1OC	14	-6
NC(=O)/C(=C\c1ccccc1)NC(=O)c1ccc(NC(=O)c2ccccc2)cc1	6	7
COC(=O)[C@H](CC(C)C)NC(=O)Nc1ccc(F)cc1	15	-4
CCN1Cc2cc(OC)ccc2-c2ccccc2S1(=O)=O	4	3
CC1(C(=O)NCc2ccc(Cl)cc2)CCN1C(=O)Cc1ccc(Cl)cc1Cl (stereo not given)	-13	3
O=S(=O)(Nc1ccc2ccccc2n1)c1ccc2c(c1)CCO2	-17	-5
CCN(CC#CCC1(O)c2ccccc2-c2ccccc21)C(C)C	28	-23
CC1CCCCN1C(=O)COC(=O)c1ccc2ccccc2n1 (stereo not given)	-6	3
Cc1ccc(-c2ocnc2C(=O)Nc2nc(C)cs2)cc1	-18	1
O=C(c1cc(COc2ccc(F)cc2Cl)on1)N1CCN(C2CCCCC2)C(=O)C1	-6	-3
C(=N\N=C\c1ccccc1)/c1ccccc1	3	21
CCN(C[C@H]1N[C@@](CC)(C(=O)OC)[C@H]2C(=O)N(Cc3ccccc3)C(=O)[C@@H]12)C(=O)c1ccc(F)cc1	-3	-1
CC(=O)c1cccc(NC(=O)NCCc2c[nH]c3ccccc23)c1	-26	-4

Continued, starting with the last 7 of the part before.
SMILES	TAG inh	TAG inh DAPI viability
CCN(CC#CCC1(O)c2ccccc2-c2ccccc21)C(C)C	28	-23
CC1CCCCN1C(=O)COC(=O)c1ccc2ccccc2n1 (stereo not given)	-6	3
Cc1ccc(-c2ocnc2C(=O)Nc2nc(C)cs2)cc1	-18	1
O=C(c1cc(COc2ccc(F)cc2Cl)on1)N1CCN(C2CCCCC2)C(=O)C1	-6	-3
C(=N\N=C\c1ccccc1)/c1ccccc1	3	21
CCN(C[C@H]1N[C@@](CC)(C(=O)OC)[C@H]2C(=O)N(Cc3ccccc3)C(=O)[C@@H]12)C(=O)c1ccc(F)cc1	-3	-1
CC(=O)c1cccc(NC(=O)NCCc2c[nH]c3ccccc23)c1	-26	-4
COC(=O)CSC1=C(C#N)C(=O)NC(c2ccccc2)S1 (stereo not given)	-46	10
COc1cc(C2c3c([nH]c(=O)[nH]c3=O)Nc3ccc4ccccc4c32)cc(OC)c1OC (stereo not given)	5	1
CC1(C)Cc2cccc(OCC(=O)Nc3ccccc3F)c2O1	-7	3
O=C(Nc1ccc(Cl)cc1)C1CCCN(C2=NS(=O)(=O)c3ccccc32)C1 (stereo not given)	16	-7
O=C1CCC(=O)N1c1cccc(-c2nc3ccccc3o2)c1	11	2
O=C(CC1OC(=O)c2ccccc21)Nc1cccc(S(=O)(=O)N2CCCCCC2)c1 (stereo not given)	-4	-5
CN1CCc2c(sc3c2C(=O)NC(c2cccc(OC(=O)c4cccs4)c2)N3)C1 (stereo not given)	2	3
Cc1cc(C)nc(N/N=C/c2ccccc2Cl)n1	5	-13
Cc1nc2ccccc2cc1C(=O)Nc1ccccc1Cl	-15	9
CN(CC(=O)Nc1ccc(Cl)c(C(F)(F)F)c1)C(=O)C1CCCO1 (stereo not given)	-7	3
Cc1cc(C)c2[nH]c(=O)c(CN(Cc3cccnc3)C(=S)NCCCN(C)C)cc2c1	19	3
O=C(NCC1(O)CCCCC1)C1CCC(=O)N(Cc2ccccc2F)C1 (stereo not given)	-1	-4
O=C(COC(=O)C(CO)NS(=O)(=O)c1ccc(Br)cc1)Nc1ccc2c(c1)OCCO2 (stereo not given)	18	-4
N#Cc1ccc(COC(=O)CCc2c[nH]c3ccccc23)cc1	-4	-12
COc1ccc(C(C)C)cc1-c1ccc2nncn2c1	1	9
CC(Sc1nnc(COc2ccc([N+](=O)[O-])cc2)n1C)C(=O)O (stereo not given)	2	9
O=C(NCCCN1CCOCC1)C1CCN(S(=O)(=O)c2c(Cl)cccc2Cl)CC1	9	3
O=C1CCC([N+](=O)[O-])C(c2cc(Br)ccc2F)N1 (stereo not given)	-1	6
O=C(N/N=C/CCc1ccccc1)c1ccc(CN2c3cccc4cccc(c34)S2(=O)=O)cc1	-6	7
CCc1c(C)[nH]c2ccc(OC)cc2c1=S	4	0
Cc1ccc(CNCc2ccccc2Cl)cc1	6	-1
O=C(CN1C(=O)NC(Cc2ccccc2)C1=O)Nc1ccccc1F (stereo not given)	4	-3
CCCC(c1nnnn1CCc1ccccc1)N1CCN(C2CCCC2)CC1 (stereo not given)	-2	-2
COc1cc(C(O)c2nc(-c3ccc(C)c(C)c3)cs2)ccc1F (stereo not given)	-16	8
Nc1ccccc1-c1ccc([N+](=O)[O-])cc1	-29	2

Not a retest: an excerpt of the list.
SMILES	TAG inh	TAG inh DAPI viability
COC(=O)CSC1=C(C#N)C(=O)NC(c2ccccc2)S1 (stereo not given)	-46	10
COc1cc(C2c3c([nH]c(=O)[nH]c3=O)Nc3ccc4ccccc4c32)cc(OC)c1OC (stereo not given)	5	1

A draw from above in order of heavy-atom count, descending.
SMILES	TAG inh	TAG inh DAPI viability
Cc1cc(C)c2[nH]c(=O)c(CN(Cc3cccnc3)C(=S)NCCCN(C)C)cc2c1	19	3
O=C(Nc1ccc(Cl)cc1)C1CCCN(C2=NS(=O)(=O)c3ccccc32)C1 (stereo not given)	16	-7
COc1cc(C(O)c2nc(-c3ccc(C)c(C)c3)cs2)ccc1F (stereo not given)	-16	8

Next section
SMILES	TAG inh	TAG inh DAPI viability
Clc1ccc(OCc2cn3cccnc3n2)c2ncccc12	17	-3
COc1cc2c(cc1OC)CN(C(=O)CN1C(=O)NC3(CCCCC3C)C1=O)CC2 (stereo not given)	-23	0
CCC(CC)C(=O)NCc1cccnc1	-7	-3
CCC(=O)c1ccc(OCC(=O)OCC(=O)Nc2ccc3c(c2)OCCO3)cc1	-12	7
C[C@@H]1CN([C@H](C)CO)C(=O)c2c(c3ccccc3n2C)-c2ccccc2CO[C@H]1CN(C)Cc1ccc(-c2ccccc2)cc1	84*	-35*
CCC(C)c1ccccc1N1CC(C(=O)N2CCN(S(=O)(=O)c3ccccc3Br)CC2)CC1=O (stereo not given)	3	3
C[C@H](CO)N1C[C@H](C)[C@@H](CN(C)C)Oc2c(NS(=O)(=O)c3cn(C)cn3)cccc2C1=O	5	3
COc1ccc(Br)cc1C(=O)NCc1cccnc1	-7	1
COc1cccc(OC)c1C(=O)OCC(=O)Nc1ccc(OC(F)(F)F)cc1	-9	7
Cc1ccc(NC(=O)c2cccc(OCc3c(C)noc3C)c2)cc1	1	-7
CCOC(=O)C1CCN(C(=O)C(=O)Nc2ccc3nc4n(c(=O)c3c2)CCCCC4)CC1	6	-1
CC1=CC(c2ccccc2)=NS(=O)(=O)N1	0	1
CC(=O)Nc1c(O)nc(SCC(=O)Nc2nnc(CC(C)C)s2)[nH]c1=O	9	-11
O=C(Nc1nc(=S)ss1)c1ccc(Cl)cc1Cl	-14	-18
Cc1ccc2c(c1)N(CC(=O)NC1CCC(C)CC1)C(=O)CO2 (stereo not given)	10	-8
CCC1CCCCN1CCn1c(=S)[nH]c2cc(OC)c(OC)cc2c1=O (stereo not given)	31	4
CCOc1ccc(NC(=O)c2ccc(CSc3nnc(C)s3)cc2)cc1	7	0
CCC(=O)Nc1cccc(C2=NOC3(C2)C[C@H](C(N)=O)N(C(=O)c2ccc(Cl)cc2)C3)c1 (stereo not given in full)	-9	-6
COc1ccc(NC(=O)CCC(=O)NCCO)cc1	5	-12
COc1ccc2[nH]c3c(c2c1)CCN1C(=O)C(CC(=O)NCCc2ccccn2)C[C@H](C(=O)N2CCOCC2)[C@@]31CCC1CCCC1 (stereo not given in full)	20	-6
CC(=O)Nc1cccc(NC(=O)c2ccc(C)c([N+](=O)[O-])c2)c1	7	-6
COc1cccc(-c2nnc(-c3ccccc3NC(=O)c3ccc(C(C)(C)C)cc3)o2)c1	38	8
CCOc1ccccc1NC(=O)N1CCc2ccccc2C1	-11	-1
CCOC(=O)CC(NC(=O)CCc1c(C)nc2nc(C)nn2c1C)c1ccc(C)cc1 (stereo not given)	-8	-1

Reformatted in CSV form: six of the compounds above
mol,TAG inh,TAG inh DAPI viability
CCC1CCCCN1CCn1c(=S)[nH]c2cc(OC)c(OC)cc2c1=O (stereo not given),31,4
CCOc1ccc(NC(=O)c2ccc(CSc3nnc(C)s3)cc2)cc1,7,0
CCC(=O)Nc1cccc(C2=NOC3(C2)C[C@H](C(N)=O)N(C(=O)c2ccc(Cl)cc2)C3)c1 (stereo not given in full),-9,-6
COc1ccc(NC(=O)CCC(=O)NCCO)cc1,5,-12
COc1ccc2[nH]c3c(c2c1)CCN1C(=O)C(CC(=O)NCCc2ccccn2)C[C@H](C(=O)N2CCOCC2)[C@@]31CCC1CCCC1 (stereo not given in full),20,-6
CC(=O)Nc1cccc(NC(=O)c2ccc(C)c([N+](=O)[O-])c2)c1,7,-6

Assay outcomes as filed in PubChem.
